Ecoli viability: bacterial growth inhibition, counter-screen for AddAB inhibitors; E. coli V3065 growth, OD600 absorbance, 18 h; inhibition, % at 11.9 µM; 330,000 tested, 0.27% active; AID 449728;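 active means inhibition above the campaign's mean inhibition across all tested compounds plus 3 SD, cut at about 9.9% in these data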;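 further: uninfected addAB+ strain grown without phage in ampicillin broth; 0% = DMSO wells and 100% = ciprofloxacin 0.95 µg/ml wells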
PKA-R2B act: activators of human PKA-R2B complex. P22694+P31323. PKA-R2B holoenzyme dissociation, Cy5-IP20 fluorescence polarization; R2B truncated from residue 108, S112A mutant; 0% DMSO only, 100% 113 µM cGMP. activation, % at 11.4 µM. 340,000 tested, 0.079% active;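 active means activation above a cutoff set at the mean over all compounds plus 3 SD, cut at about 18% in these data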;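 further: higher means more holoenzyme dissociation and a rise in polarization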
HTR5A inv ctr: HTR5A inverse agonism, opioid heterodimer counter-screen; P47898; HTR5A cell line, luminescence; inhibition, % at 9.3 µM; 340,000 tested, 0.083% active; AID 504634; in the data active means inhibition mostly above about 23%, no sharp cut-off; inactive means mostly below about 18%;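 further: 0% = cells with DMSO and 100% = no-cell wells with DMSO; some compounds called inactive have numbers as strong as hits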
MOR-DOR ag: agonists of human mu-delta opioid receptor heterodimerization | P35372+P41143 | cells, OPRM1-OPRD1 heterodimerization, luminescence | activation, % at 9.3 µM | 340,000 tested, 0.3% active | AID 504326; in the data active means activation above about 18%;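 further: 0% = vehicle-treated cells and 100% = reference agonist; values of inactives mirror those of a sister screen read the other way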
Target sequence (P35372 whole entry, looked up): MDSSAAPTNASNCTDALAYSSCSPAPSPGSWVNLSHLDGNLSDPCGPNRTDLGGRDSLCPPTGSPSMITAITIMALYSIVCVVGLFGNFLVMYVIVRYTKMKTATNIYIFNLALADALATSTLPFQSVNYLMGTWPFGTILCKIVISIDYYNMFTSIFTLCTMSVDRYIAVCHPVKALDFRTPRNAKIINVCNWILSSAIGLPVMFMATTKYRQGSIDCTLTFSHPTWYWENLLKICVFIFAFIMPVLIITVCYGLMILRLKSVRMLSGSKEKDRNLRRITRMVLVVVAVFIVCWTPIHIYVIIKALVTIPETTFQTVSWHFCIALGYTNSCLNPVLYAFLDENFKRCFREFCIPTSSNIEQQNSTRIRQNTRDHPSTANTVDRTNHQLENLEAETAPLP
Target sequence (P41143 whole entry, looked up): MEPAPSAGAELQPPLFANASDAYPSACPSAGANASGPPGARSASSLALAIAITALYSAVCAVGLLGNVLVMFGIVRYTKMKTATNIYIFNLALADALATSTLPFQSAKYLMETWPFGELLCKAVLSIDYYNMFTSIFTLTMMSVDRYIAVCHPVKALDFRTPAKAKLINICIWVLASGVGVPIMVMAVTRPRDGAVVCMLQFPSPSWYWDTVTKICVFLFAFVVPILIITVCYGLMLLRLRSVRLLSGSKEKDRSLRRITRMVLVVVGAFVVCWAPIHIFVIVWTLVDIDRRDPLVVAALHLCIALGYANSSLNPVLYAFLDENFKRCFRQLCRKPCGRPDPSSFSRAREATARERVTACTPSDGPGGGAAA
SUMO Mot1 rescue: blocks SUMOylation pathway, rescuing yeast Mot1-301 growth. S. cerevisiae Mot1-301 growth rescue, ATP luminescence, 38.5C; percent above DMSO median, 100 means doubled. growth rescue, % at 18.8 µM. 320,000 tested, 1% active. AID 2716;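 active means every valid replicate shows activation above 250% relative to neutral control wells; inactive means the rest, any valid replicate at or below 250%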;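 further: OY570 slx delta 5 strain wells were the positive control but not used for scaling; some compounds called inactive have numbers as strong as hits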
MOR-DOR inv ag: inverse agonists of human mu-delta opioid receptor heterodimerization; cell-based MOR-DOR heterodimer luminescence, inverse agonism; inhibition, % at 9.3 µM; 340,000 tested, 0.21% active; AID 504357; in the data active means inhibition above about 22%, passing the limit was not always enough;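 further: 0% = cells with DMSO and 100% = wells without cells with DMSO; values of inactives mirror those of a sister screen read the other way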
PfHsp90 set2: inhibits growth of yeast expressing Plasmodium falciparum Hsp90; S. cerevisiae expressing PfHsp90, BacTiter-Glo ATP, 48 h; yeast lacking PDR1 and PDR3 efflux regulators; inhibition, % at 9.4 µM; 310,000 tested, 0.32% active; AID 504621;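 active means every replicate shows inhibition above about 80%, whatever the replicate mean, limit read from the data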;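 further: 0% = DMSO neutral controls and 100% = 20 µM radicicol positive controls; yeast relying on Plasmodium falciparum Hsp90 in place of its own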
AddAB inh: less growth of phage-infected E. coli with AddAB | E. coli expressing H. pylori AddAB, absorbance growth | inhibition, % at 11.9 µM | 330,000 tested, 0.29% active; in the data active means inhibition above about 12%;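 further: 0% = vehicle wells of infected cells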
PKA-R1A activ: PKA-R1A complex activation; PKA-R1A dissociation, Cy5-IP20 fluorescence polarization; scaled: DMSO 0%, 113 µM cGMP 100%; activation, % at 11.4 µM; 340,000 tested, 0.083% active; AID 504707;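 active means percent activation above the mean of all tested compounds plus 3 SD, cut at about 19% in these data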;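 further: higher means more PKAc released from R1A so a rise in polarization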
phage Ecoli inh: E. coli growth loss with phage present. growth absorbance. AID 651602. inhibition, % at 11.9 µM. 360,000 tested, 0.26% active; in the data active means inhibition above about 11%
Tat export inh: E. coli Tat transport inhibition. E. coli MC4100 TorA-mCherry Tat export, fluorescence. AID 488895. 340,000 tested, 0.036% active. inhibition, % at 10 µM;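 active means mean replicate inhibition at least 50% and at least half of replicates individually reaching 50%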;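 further: exported cargo escapes ClpAP degradation while cytoplasmic cargo is degraded and loses fluorescence; 0% = median of neutral control wells and 100% = median of NaSCN control wells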
Numbers without * were called inactive; / = not tested or not shown; & = joins results of further samples.

SMILES | Ecoli viability | PKA-R2B act | HTR5A inv ctr | MOR-DOR ag | SUMO Mot1 rescue | MOR-DOR inv ag | PfHsp90 set2 | AddAB inh | PKA-R1A activ | phage Ecoli inh | Tat export inh
CC(C)CCc1noc(CN2CCC(C(=O)N3CCOCC3)CC2)n1 | -2.1 | 1 | -17 | -1.4 | 25 | 7 | 10 | 2.2 | -12 | -0.8 | 12
O=C(CN1C(=O)c2ccccc2S1(=O)=O)Nc1cccc(S(=O)(=O)N2CCOCC2)c1 | -0.7 | -1 | 2 | -3.0 | 4 | 16 | / | 0.8 | -4 | 1.7 | 0
COc1ccc(/C=C2/N=C3CCCCCN3C2=O)cc1OC | -4.0 | -14 | -17 | -0.2 | 81 | 1 | / | 1.3 | -3 | 1.2 | -5
O=C(N/C(=C\c1ccccc1)C(=O)N1CCCCCC1)c1ccccc1 | -1.0 | -3 | -4 | -1.4 | 107 | 8 | -2 | 0.2 | -2 | 2.9 | 4
COc1ccccc1Cc1nnc(NC(=O)C2CCN(C(=O)c3ccco3)CC2)s1 | -1.1 | 2 | -8 | -1.9 | 1 | 10 | -13 | 0.6 | -4 | 1.8 | 2
CCNC(=S)N/N=C/c1cc(C)ccc1C | -0.6 | -6 | -16 | 1.8 | -24 | -12 | 4 | 1.9 | -4 | 1.1 | 2
COc1ccc(NC(=O)C(C)N2C(=O)C3CC=C(Cl)CC3C2=O)cc1 (stereo unspecified) | / | -6 | 6 | -0.4 | 25 | 2 | -15 | / | 2 | 3.1 | 4
CCN1C(=O)[C@H]2[C@@H](c3ccc(-c4cccc(Cl)c4)c(OC)c3)N[C@@](CC(C)C)(C(=O)OC)[C@H]2C1=O | 2.4 | -4 | 3 | 0.1 | -10 | -1 | 15 | 5.3 | -11 | 2.9 | 7
Cc1ccc(S(=O)(=O)c2c(N)n(Cc3ccco3)c3nc4ccccc4nc23)cc1C | 1.4 | 3 | -15 | -3.1 | -6 | 16 | 3 | 3.1 | 2 | 2.0 | 9
Cc1cc(=O)oc2c3c(cc(OCC(=O)NCc4cccnc4)c12)OC(C)(C)CC3 | -1.7 | -3 | -5 | -3.3 | -18 | 17 | -11 | 2.5 | -2 | 3.4 | 14
COc1ccc(NC(=O)CN(C)C2CCCCC2)c([N+](=O)[O-])c1 | 1.9 | -14 | 8 | -0.8 | 6 | 4 | -2 | 2.5 | 2 | 3.4 | -3
CN(C)S(=O)(=O)c1ccc(N2CCCC2)c(C(=O)Nc2nc3ccc(F)cc3s2)c1 | 1.7 | 4 | -13 | -1.6 | 4 | 9 | 4 | -0.5 | -2 | 2.8 | 1
Cc1ccc(NC(=O)COC(=O)c2oc3ccccc3c2C)cc1S(=O)(=O)N1CCOCC1 | / | -1 | -14 | -0.7 | / | 5 | / | / | -8 | 4.5 | 0
CCOC(=O)C1CCN(C(=O)CSc2nnc(-c3ccco3)n2-c2ccccc2)CC1 | -4.3 | 1 | -6 | -2.5 | 4 | 10 | -9 | 3.4 | -7 | -1.1 | 7
O=C(COc1ccccc1Br)NCc1ccco1 | 0.0 | -1 | -13 | -3.3 | -3 | 15 | / | 0.4 | 0 | 1.9 | 3
CN(C)CCCNc1nc(-c2ccc(Cl)cc2)nc2ccccc12 | 0.3 | -9 | -26 | 0.5 | -15 | -2 | 6 | -0.7 | -7 | 3.2 | 3
CCCCNC(=O)N(CC)c1c(N)n(Cc2ccccc2)c(=O)[nH]c1=O | -2.8 | -4 | 2 | 0.3 | -3 | -1 | 3 | 5.6 | -1 | -1.6 | -8
O=C(Nc1cnccn1)c1csc2ccccc12 | -3.2 | -10 | -2 | -1.8 | 6 | 9 | 28 | 1.3 | 9 | 4.8 | -3
CN(Cc1cnn(C)c1)Cc1nc(COc2ccccc2)no1 | 2.3 | -4 | -10 | -1.9 | -12 | 9 | -2 | 6.0 | 7 | 2.8 | 2
Cc1nnc(SCC(=O)c2cc(C)n(C3CC3)c2C)s1 | 0.1 | 5 | 14 | -0.7 | -13 | 4 | -16 | 1.6 | -1 | 2.7 | 5
CCCCn1c(N)c(N(CC(C)C)C(=O)C2CCN(S(=O)(=O)c3ccccc3)CC2)c(=O)[nH]c1=O | 1.2 | -3 | -7 | -1.4 | 26 | 9 | / | 0.5 | -1 | 7.4 | 3
CC(/C=C\c1cccnc1)=C/C(=O)O | -0.9&0.9 | -1&-3 | 5&21 | -1.2&-1.6 | -10&-1 | 6&9 | -7 | 4.7&-0.2 | 4&6 | -1.0&2.1 | 0&-10
CC[C@@H](C)[C@H](NC(=O)CNC(=O)Cc1c(C)c2c(cc(C)c3c(C)coc32)oc1=O)C(=O)O | -1.6 | -3 | 15 | -2.8 | 43 | 16 | 2 | -2.5 | 3 | 0.1 | 5
COc1cc(OC)cc(C(=O)NCc2ccc3[nH]c(C)cc3c2)c1 | -1.2 | -4 | 9 | -2.6 | -20 | 13 | -1 | -1.8 | 0 | 2.4 | -3
C=CCn1c(SCC(=O)c2cccs2)nnc1-c1cccc(OC)c1 | -2.2 | -19 | -2 | 0.3 | -24 | -2 | -6 | -1.5 | 4 | 2.5 | -3
Cc1nnsc1C(=O)N(Cc1ccccc1)C(C)C | -0.7 | -2 | 4 | -0.2 | 7 | 1 | 10 | 3.0 | 0 | -1.3 | 4
Cc1ccnc(NC(=O)CS(=O)(=O)Cc2ccccc2)c1 | -1.4 | -5 | 18 | 1.7 | -6 | -10 | -6 | 2.6 | 15 | 1.8 | -1
Cc1nc([N+](=O)[O-])cn1CC(=O)c1ccc(F)cc1 | -3.4 | 2 | -16 | -3.4 | 0 | 16 | 10 | -1.5 | 2 | / | 8
Cc1ccc(S(=O)(=O)CC(=O)c2ccc([N+](=O)[O-])cc2)cc1 | -3.6 | -2 | -23 | 2.3 | 9 | -12 | -8 | 0.9 | -8 | 2.1 | 0
Cc1cccc(N2CCN(C(=O)c3cccc(S(=O)(=O)N4CCc5ccccc5C4)c3)CC2C)c1 (stereo unspecified) | 1.4 | -2 | 15 | 0.1 | 2 | 0 | 1 | 0.9 | -4 | 3.2 | -8

Complete entries, quoted from the list. Values in the order: Ecoli viability	PKA-R2B act	HTR5A inv ctr	MOR-DOR ag	SUMO Mot1 rescue	MOR-DOR inv ag	PfHsp90 set2	AddAB inh	PKA-R1A activ	phage Ecoli inh	Tat export inh
`Cc1cccc(N2CCN(C(=O)c3cccc(S(=O)(=O)N4CCc5ccccc5C4)c3)CC2C)c1` (stereo unspecified) in the list: 1.4	-2	15	0.1	2	0	1	0.9	-4	3.2	-8
`Cc1nnc(SCC(=O)c2cc(C)n(C3CC3)c2C)s1` in the list: 0.1	5	14	-0.7	-13	4	-16	1.6	-1	2.7	5

Other entries follow.
SMILES | Ecoli viability | PKA-R2B act | HTR5A inv ctr | MOR-DOR ag | SUMO Mot1 rescue | MOR-DOR inv ag | PfHsp90 set2 | AddAB inh | PKA-R1A activ | phage Ecoli inh | Tat export inh
Cc1cccc(-n2c(SCC(=O)Nc3ccc4c(c3)OCO4)nnc2-c2ccoc2C)c1 | -0.8 | -18 | -17 | 0.8 | / | -5 | 6 | 0.5 | 0 | 0.5 | 4
CCC(C(=O)NCc1ccco1)N(C(=O)CNS(=O)(=O)c1ccccc1)C1CCCCC1 (stereo unspecified) | 1.9 | -1 | -1 | -1.3 | 44 | 8 | -14 | -0.5 | -1 | -1.6 | 3
C=CCNC(=O)c1cn(CC)c2cc(N3CCN(C(=O)c4ccco4)CC3)c(F)cc2c1=O | 99* | 3 | -35 | -1.7 | 1 | 9 | 2 | 99* | 0 | 25* | 14
COCCCn1c(C(=O)NC2CCCCC2C)cc2c(=O)n3cccc(C)c3nc21 (stereo unspecified) | -0.1 | -1 | 1 | -0.6 | -6 | 3 | -14 | 1.7 | -7 | 0.4 | 12
CCC1CCCCN1CCCNC(=O)CN1C(=O)c2cccnc2Oc2ccc(Cl)cc21 (stereo unspecified) | -0.5 | -3 | 3 | -1.8 | -9 | 9 | 2 | 1.1 | 6 | 0.0 | 1
Cc1ccc(S(=O)(=O)c2cc3c(=O)n4cccc(C)c4nc3n(C3CCCCC3)c2=N)cc1 | 1.5 | 7 | -29 | 1.3 | -11 | -10 | 20 | 2.2 | 11 | / | 3
CCNC(=O)OCc1cn(-c2ccccc2)nn1 | -0.6 | -3 | -3 | -2.4 | -12 | 14 | 1 | 0.1 | -1 | 1.2 | -1
CCCC(=O)C1=C(SCC)CC(C)(C)C(C(=O)OC)C1=O (stereo unspecified) | 1.2 | -2 | 7 | -2.8 | 213 | 13 | / | 3.9 | 4 | 0.9 | 5
Cc1ccccc1-c1nn2c(-c3ccccc3)nnc2s1 | 2.0 | 0 | -36 | -1.2 | 8 | 7 | -18 | 0.5 | -18 | 2.5 | -7
Cc1cc(C)c(C)c(S(=O)(=O)NC2CCN(Cc3ccccc3)CC2)c1C | 1.5 | -5 | -7 | 5.3 | 5 | -26 | 3 | 2.2 | 5 | 1.9 | 6
CCCNC(=O)c1ccccc1NC(=O)c1ccccc1N(C)S(C)(=O)=O | 1.9 | 2 | 1 | -4.2 | 189 | 17 | 13 | 5.4 | 3 | 1.4 | -11
COc1ccnc(Oc2ccccc2)c1C(=O)N/C=N/OCc1ccc(F)cc1Cl | -0.8 | -2 | 6 | 2.3 | 322 | -13 | 14 | 1.8 | -3 | 2.4 | 9
Nc1c(C(=O)CSc2ncccn2)c(=O)[nH]c(=O)n1C1CC1 | 2.3 | -4 | 15 | 1.5 | -4 | -6 | 3 | 0.1 | 7 | 1.2 | 8
CCN1CN(Cc2ccccc2)CNC1=S | -1.4 | -4 | 12 | -1.5 | -26 | 8 | -21 | -0.2 | 3 | 1.9 | 1
C[C@@H]1COC(=O)[C@@H](Cc2ccc(F)cc2)C/C=C\C[C@@H](CC(=O)NCCO)C(=O)N1 | 1.6 | 4 | 15 | 0.0 | 5 | 0 | 0 | 3.5 | -4 | 2.8 | 6
Cc1cc(NC(=O)CSc2cc(Cl)ccc2Cl)n(-c2ccccc2)n1 | 0.3 | 3 | -10 | 0.2 | -14 | -2 | 9 | 1.0 | 5 | 1.6 | 3
Cc1ccc(S(=O)(=O)N2CCC(C(=O)N[C@@H](Cc3ccccc3)C(=O)O)CC2)cc1 | -1.6 | -12 | -2 | -1.1 | -14 | 6 | / | 2.6 | 3 | 1.8 | -1
Cc1ccc(C(=O)Oc2ccc(/C=N/NC(N)=O)cc2)cc1 | 3.9 | 1 | 9 | 0.4 | -25 | -2 | 4 | -0.2 | -6 | 5.0 | 0
CCOC(=O)c1c(NC(=O)CN2C(=O)NC(C)(c3ccccc3)C2=O)sc(C)c1C (stereo unspecified) | 0.4 | -15 | -7 | 2.6 | 3 | -14 | -1 | -0.3 | -4 | 3.0 | 14
O=C(c1c[nH]c(C(=O)C(Cl)(Cl)Cl)c1)c1ccc(F)cc1Cl | -1.5 | -3 | -15 | 1.1 | 149 | -6 | -42 | 0.2 | 11 | 5.2 | -5
O=C(CCC1CCCN(C(=O)CCN2CCCCC2=O)C1)NCc1ccccc1F (stereo unspecified) | -0.5 | -1 | 3 | -1.9 | 72 | 11 | 8 | 3.0 | -8 | 1.1 | 2
CCCOc1ccc(-c2nc(=S)[nH][nH]2)cc1 | -0.8 | -7 | -6 | -0.4 | -5 | 2 | -25 | 1.7 | -3 | 1.7 | -5

Screening data from PubChem BioAssay.
